Apaf1 inhib = human Apaf-1 inhibition; O14727; reconstituted apoptosome caspase-3 activity, DEVD-Rh110 fluorescence; inhibition, % at 20 µM; 330,000 tested, 0.71% active; AID 489030; active = inhibition of at least 40% at 20 µM;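 note: plate controls were DMSO wells for no effect and DEVD-CHO caspase inhibitor wells for full effect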
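Material: cell-free apoptosome with Apaf-1, procaspase-3 and caspase-9; Buffer or medium: Hepes pH 7.5 with detergent and BSA; Reagent: cytochrome c trigger plus (Z-DEVD)2-Rh110 caspase-3 substrate; Times: compound with Apaf-1, dATP, procaspase-3 30 min, then 50 min reaction, room temperature; Technique: Rh110 fluorescence intensity.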
ATG4B inh = inhibitors of human ATG4B cysteine protease; 340,000 tested, 0.51% active; inhibition, % at 8.33 µM; ATG4B cleavage of LC3-PLA2, NBD-HPC fluorescence, 1 h; in the data active = inhibition above about 40%
Target sequence (Q9Y4P1 whole entry, looked up): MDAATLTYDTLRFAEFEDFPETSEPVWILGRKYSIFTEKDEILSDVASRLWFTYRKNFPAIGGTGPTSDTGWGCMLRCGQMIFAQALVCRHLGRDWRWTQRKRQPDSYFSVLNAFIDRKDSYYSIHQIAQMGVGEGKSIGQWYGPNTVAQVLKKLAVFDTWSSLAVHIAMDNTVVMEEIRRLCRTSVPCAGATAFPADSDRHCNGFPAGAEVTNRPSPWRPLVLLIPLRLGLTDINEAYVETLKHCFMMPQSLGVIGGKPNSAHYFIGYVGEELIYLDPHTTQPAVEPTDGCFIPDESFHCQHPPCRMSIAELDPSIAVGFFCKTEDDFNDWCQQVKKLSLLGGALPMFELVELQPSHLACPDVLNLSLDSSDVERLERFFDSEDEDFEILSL
hIAP activ = human IAP activation; purified human IAP, CDP-Star luminescence, 30 min; active compounds read high; 1 = vehicle-only enzyme, 0 = enzyme-free background; 330,000 tested, 0.16% active; activation factor at 10 µM;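 active = activation factor of the enzyme at least 2-fold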; note: the source names both 10 and 20 µM as test concentration; values of inactives mirror those of a sister screen read the other way
Target sequence (P09923 whole entry, looked up): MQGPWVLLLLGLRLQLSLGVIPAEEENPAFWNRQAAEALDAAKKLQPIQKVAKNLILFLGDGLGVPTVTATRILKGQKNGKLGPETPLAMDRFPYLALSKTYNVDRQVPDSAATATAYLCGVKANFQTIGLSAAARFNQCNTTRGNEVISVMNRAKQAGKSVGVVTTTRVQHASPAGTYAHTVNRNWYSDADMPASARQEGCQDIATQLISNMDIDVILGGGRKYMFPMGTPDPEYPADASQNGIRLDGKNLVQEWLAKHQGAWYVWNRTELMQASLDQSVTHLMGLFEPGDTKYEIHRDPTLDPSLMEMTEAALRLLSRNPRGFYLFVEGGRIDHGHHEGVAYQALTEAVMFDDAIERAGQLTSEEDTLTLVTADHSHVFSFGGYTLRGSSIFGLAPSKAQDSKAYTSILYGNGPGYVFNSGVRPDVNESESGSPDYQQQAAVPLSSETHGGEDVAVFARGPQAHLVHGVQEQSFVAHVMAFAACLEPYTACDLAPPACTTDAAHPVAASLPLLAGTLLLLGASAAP
hIAP block = blocks human intestinal alkaline phosphatase | purified IAP, CDP-Star luminescence, 30 min | inhibition, % at 10 µM | P09923 | AID 2544 | 330,000 tested, 0.12% active;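 active = inhibition reaching a set limit with compound at 10 µM in the primary screen, cut at about 35% in these data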;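 note: plate controls were DMSO wells with enzyme for no effect and no-enzyme buffer wells for full effect; values of inactives mirror those of a sister screen read the other way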
TIM10 inh = growth inhibitors of TIM10 yeast strain | S. cerevisiae TIM10 strain growth, BacTiter-Glo luminescence, 24 h | inhibition, % at 10 µM | AID 463195 | 330,000 tested, 1.4% active;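 active = inhibition of 40% or more at the single tested concentration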;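 note: wild-type TIM10 isogenic control strain grown at permissive 25 °C; 0% = DMSO yeast wells and 100% = minimal medium wells without yeast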
NALP3 yeast inh = blocks the NALP3 inflammasome reconstituted in yeast | Yeast reconstituted NLRP3/ASC/caspase-1, beta-gal luminescence, 24 h | inhibition, % at 10 µM | 330,000 tested, 0.39% active;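 active = inhibition of 50% or more; inactive = inhibition below 50%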;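 note: plate controls were induced DMSO wells for no effect and uninduced yeast grown without galactose for full effect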
mIAP activ = increases mouse intestinal alkaline phosphatase activity. muIAP, CDP-Star luminescence, 30 min; active compounds read high; 1 = vehicle-only enzyme signal, 0 = enzyme-free wells. activation factor at 10 µM. 330,000 tested, 0.24% active. AID 2805;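 active = activation factor of at least 2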; note: the source names both 10 and 20 µM as test concentration; values of inactives mirror those of a sister screen read the other way
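System: mouse IAP enzyme. Reagent: CDP-Star chemiluminescent phosphatase substrate. Benchmarks: DMSO wells, no-enzyme wells. Times: 30 min enzyme-substrate-compound incubation at room temperature. Detection: luminescence from enzymatic CDP-Star hydrolysis. Doses: test compounds delivered from DMSO solution.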
tim10-1 inh = growth inhibitors of tim10-1 mutant yeast; inhibition, % at 20 µM; 330,000 tested, 2.2% active; S. cerevisiae tim10-1 ts strain growth, BacTiter-Glo, 24 h; AID 463190;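 active = inhibition of at least 40%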;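 note: mutant grown at 25 °C; 0% = DMSO wells with yeast and 100% = wells holding no yeast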
mIAP inh = blocks mouse intestinal alkaline phosphatase | purified mouse IAP, CDP-Star luminescence, 30 min | inhibition, % at 10 µM | 330,000 tested, 0.2% active;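 active = inhibition of at least 40% at 10 µM in the primary screen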;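 note: plate controls were DMSO with enzyme for no effect and no enzyme wells for full effect; values of inactives mirror those of a sister screen read the other way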
Starred values were filed as active, the others as inactive; · = no result given. Rows are unselected. About 4.5% of those tested had a hit in this group.

SMILES	Apaf1 inhib	ATG4B inh	hIAP activ	hIAP block	TIM10 inh	NALP3 yeast inh	mIAP activ	tim10-1 inh	mIAP inh
O=C(N=Nc1c(O)[nH]c2ccc([N+](=O)[O-])cc12)c1ccccc1Cl	-6	-6	1	0	14	6	0.72	17	28
CCOc1cc(NC(=S)NCc2ccco2)c(OCC)cc1NC(=O)C1CC1	-9	2	0.95	5	12	17	1	8	-2
Cc1ccc(C(CNS(=O)(=O)c2ccc(Cl)cc2)N2CCN(C)CC2)cc1 (centres undefined)	8	-4	0.84	16	3	23	0.89	7	11
Cc1cc(C(=O)CN2C(=O)NC(C)(c3cc(F)ccc3F)C2=O)c(C)n1C1CC1 (centres undefined)	8	-5	0.95	5	3	21	1.1	-27	-5
COc1ccc2nc(C)cc(SCC(=O)N/N=C/c3cccc4ccccc34)c2c1	-3	-6	0.86	14	-6	15	0.89	2	11
COc1ccc(CCNC(=O)C2CCN(S(=O)(=O)N3CCOCC3)CC2)cc1OC	-15	-2	1	-1	5	3	0.95	7	5
COc1ccc(-c2nnsc2N2C(=O)c3ccccc3C2=O)cc1	3	-7	0.89	11	-10	11	1.1	-6	-9
O[C@H]1COC2C1OC[C@@H]2O (some centres undefined)	17	4	1	-2	2	7	1	-11	-1
COc1ccc(-c2ccc3oc(-c4ccc(OC)cc4)c(-c4cc(OC)c(OC)c(OC)c4)c3c2)cc1	23	6	1	-4	-10	6	0.98	4	2
CCOC(=O)Cc1nc2ccccc2n(CC#N)c1=O	2	-7	1.1	-8	5	18	0.95	0	5
N#Cc1ccccc1OCC(=O)NCC(c1ccc(F)cc1)N1CCOCC1 (centres undefined)	4	-6	1	-2	6	17	1	8	-1
C(=N\N1CCN(C2c3ccccc3-c3ccccc32)CC1)/c1cccs1	4	4	1.1	-7	-1	9	1.1	-13	-9
COc1ccccc1CNC(=O)C1CCCN(S(=O)(=O)c2cccc3nsnc23)C1 (centres undefined)	2	0	1.2	-20	12	0	1	8	0
COc1ccc(/C=N/NC(=O)c2cc3c(OC)ccc(OC)c3[nH]2)cc1O	12	-13	1.1	-9	3	13	1	18	-2
O=S1(=O)Cc2cc3ccccc3cc2C1	-1	-9	0.93	7	-15	1	1.1	-1	-11
COc1ccc(C(C(=O)NC2CCCCC2)N(C(=O)c2ccccn2)c2cccnc2)cc1 (centres undefined)	-4	-7	0.94	6	1	-1	0.95	13	5
CC1CCCC(NC(=O)Cn2cc(Br)ccc2=O)C1C (centres undefined)	5	-11	1.1	-12	6	10	1.1	-3	-7
Cc1nn(C)c(C(=O)N/N=C/c2ccc(Br)cc2)c1Cl	-8	1	1	-3	8	22	0.97	7	3
COc1ccc(C)cc1NC(=O)CSc1nnc(CC(=O)Nc2cccc(C(F)(F)F)c2)n1C	11	-7	0.91	9	6	-1	1	7	-3
O=C(O)Cn1nc2ccccc2n1	2	2	1.1	-8	-13	-6	0.98	10	2
CN(C)S(=O)(=O)c1cccc(NC(=O)c2ccc3nccnc3c2)c1	-26	-7	0.97	3	22	3	0.95	8	5
O=C(NCCCCCCNC(=O)OC1CCS(=O)(=O)C1)OC1CCS(=O)(=O)C1 (centres undefined)	-48	-11	0.92	8	13	-1	1	9	-4
O=C(CCN1C(=O)/C(=C\c2ccccc2F)SC1=S)Nc1ccc(C(=O)O)c(O)c1	5	·	1.3	-33	20	4	0.83	13	17
CCc1ccc(OCC(=O)N2CC(C(N)=O)Oc3ccccc32)cc1 (centres undefined)	6	3	1.1	-7	13	10	0.97	5	3
CC(C)CCC1(C)NC(=O)N(CC(=O)NCC(=O)Nc2ccc(F)c(F)c2F)C1=O (centres undefined)	1	-7	1	-2	-8	3	1.1	-6	-8
O=C1Nc2ccccc2N=C(c2ccccc2)C1Br (centres undefined)	-2	-13	1	-2	14	-4	0.9	11	10
O=C(CSc1nnc2n1CCCN2)c1ccccc1	3	-7	0.71	29	-11	13	1.1	9	-5
CC(Sc1ccc(S(=O)(=O)N2CCN(C)CC2)cn1)C(=O)NC1CCCCC1 (centres undefined)	3	-7	0.81	19	-2	5	1	-3	-1
CCOC(=O)C1=C(C)Nc2ccccc2S1	-24	4	1.1	-10	2	18	1	0	-3
CSc1nc(NCc2ccco2)c2c3c(sc2n1)CN(C)CC3	-5	·	0.93	7	2	4	0.97	28	3
CC(C)(C)[C@H]1C=C(C(=O)O)O[C@@H](OCc2ccc(CO)cc2)C1	9	4	1.1	-13	-4	0	1	8	-4
O=c1cc(CSc2nnc(COc3ccc(Cl)cc3)o2)c2ccccc2[nH]1	24	-32	0.86	14	-1	10	0.89	7	11
O=C(O)CSc1nnc(COc2ccc([N+](=O)[O-])cc2)n1-c1ccccc1	-13	11	1	0	9	9	0.96	8	4
O=C(CSc1n[nH]c(=O)n1-c1ccc2c(c1)OCCO2)Nc1ccccc1	4	0	1.1	-6	-6	-1	1	-13	-2
COc1ccc(C(NC(N)=O)c2ccccc2)cc1 (centres undefined)	-13	12	1.2	-15	-10	0	1.1	1	-8
COc1ccc(-c2n[nH]c(C)c2-c2cc(OC)ccc2O)cc1	4	-10	1.1	-12	2	-9	1	18	-3
CCN(CC)C(=O)N1CCC(NC(=O)c2ccccc2)CC1	1	-11	0.91	9	6	12	0.87	9	13
COc1cccc(C(=O)Nc2c(F)cccc2F)c1	-8	-6	0.95	5	3	18	0.96	16	4
CC(C)(C)c1cnnn1-c1ccc(NC(=O)c2ccc3c(c2)OCO3)cc1	-11	5	0.99	0	42*	5	1	44*	-4
C#CCOCCOCCOCCNc1nc(N2CCN(C(=O)[C@H](CCCCN)n3cc(C(N)[C@H](C)CC)nn3)CC2)nc(N2CCN(C(=O)[C@H](CCC(=O)O)n3cc(C(N)[C@H](C)CC)nn3)CC2)n1 (some centres undefined)	8	-7	0.97	3	11	12	1	12	0
COC(=O)c1ccc(C(C2C(=O)CC(C)(C)CC2=O)C2C(=O)CC(C)(C)CC2=O)cc1	-4	-8	0.88	12	14	-14	1	13	0
Fc1cccc(Nc2nc(N3CCOCC3)nc(N3CCOCC3)n2)c1	-3	-1	1.1	-11	0	15	0.96	2	4
COc1cccc(CNC(=O)CCC(=O)N2CC(C)Oc3ccccc32)c1OC (centres undefined)	4	-1	0.84	16	6	0	0.89	2	11
O=C(CN1C(=O)NC2(CCCCC2)C1=O)Nc1cc(C(F)(F)F)ccc1N1CCCC1	3	-8	0.99	1	-2	3	0.97	12	3
C=CCc1ccccc1OCC(O)CN(CC)CC (centres undefined)	-5	-7	1.1	-13	-5	13	0.9	-18	10
CCn1c(SCC(=O)Nc2cccc(C)c2)nc2c(c1=O)SC(C)C2 (centres undefined)	9	-14	0.89	11	-1	-21	0.96	17	4
CCn1c(SCC(=O)N2CCCC2)nnc1-c1ccco1	2	-2	1	0	12	19	1	-12	-1
O=C1CCCCN1CC(=O)N1CCCC(Nc2ccc(F)c(F)c2)C1 (centres undefined)	4	1	1	-2	4	18	1	-4	-1
COC(=O)C(NC(C)=O)(Nc1nc2c(C)cc(C)cc2s1)C(F)(F)F (centres undefined)	10	-16	0.99	1	-2	5	0.96	22	4
O=C1OCCC1N1C(=O)c2ccccc2S1(=O)=O (centres undefined)	-4	-3	1.2	-21	-5	-6	1.1	13	-7
(further entries)
SMILES	Apaf1 inhib	ATG4B inh	hIAP activ	hIAP block	TIM10 inh	NALP3 yeast inh	mIAP activ	tim10-1 inh	mIAP inh
COc1ccc2[nH]c(O)c(NC(C)=O)c2c1	6	-5	0.94	6	-7	-11	0.75	-9	25
COc1cccc(CNC(=O)c2ccc(N3CCOCC3)c([N+](=O)[O-])c2)c1	5	-7	0.79	21	-14	-3	0.9	1	10
COc1ccccc1NC(=O)Nc1ccccc1N1CCOCC1	0	1	0.91	9	-3	15	1	-16	-5
O=Cc1ccc(C(=O)OCC(=O)NCc2ccco2)cc1	-3	10	1	-4	-9	11	0.93	-1	7
O=C(Nc1nccs1)C1CC(=O)N(c2ccc(Cl)cc2)C1 (centres undefined)	-7	-18	0.94	6	-5	-3	0.93	14	7
Cc1ccc(C)c(C(=O)COC(=O)C(C)N2C(=O)C3C4CCC(C4)C3C2=O)c1 (centres undefined)	12	-12	1	0	26	2	0.97	32	3
CCOC(=O)C1=C(COC(=O)[C@H](C)NS(=O)(=O)c2ccc(NC(C)=O)cc2)NC(=O)NC1C (some centres undefined)	-6	-6	1.1	-8	2	14	1	1	-2
Cc1ccsc1C(=O)OCC(=O)NCCNC(=O)COC(=O)c1sccc1C	5	9	1	0	2	-13	1	-12	0
CCN(CC)CCN1C(=O)C2C(C(=O)Nc3ccc(C(C)C)cc3)C3C=CC2(O3)C1C(=O)NC1CCCCC1 (centres undefined)	4	-2	1.2	-24	3	3	0.98	-1	2
COc1ccc(C)cc1S(=O)(=O)N1CCC(C(=O)N2CCN(C)CC2)CC1	3	2	1.1	-5	-16	7	1	5	-4

Some of the entries so far, as labelled records:
> COc1ccc(/C=N/NC(=O)c2cc3c(OC)ccc(OC)c3[nH]2)cc1O
  Apaf1 inhib: 12 | ATG4B inh: -13 | hIAP activ: 1.1 | hIAP block: -9 | TIM10 inh: 3 | NALP3 yeast inh: 13 | mIAP activ: 1 | tim10-1 inh: 18 | mIAP inh: -2
> O=S1(=O)Cc2cc3ccccc3cc2C1
  Apaf1 inhib: -1 | ATG4B inh: -9 | hIAP activ: 0.93 | hIAP block: 7 | TIM10 inh: -15 | NALP3 yeast inh: 1 | mIAP activ: 1.1 | tim10-1 inh: -1 | mIAP inh: -11
> COc1ccc(C(C(=O)NC2CCCCC2)N(C(=O)c2ccccn2)c2cccnc2)cc1 (centres undefined)
  Apaf1 inhib: -4 | ATG4B inh: -7 | hIAP activ: 0.94 | hIAP block: 6 | TIM10 inh: 1 | NALP3 yeast inh: -1 | mIAP activ: 0.95 | tim10-1 inh: 13 | mIAP inh: 5

Following part
SMILES	Apaf1 inhib	ATG4B inh	hIAP activ	hIAP block	TIM10 inh	NALP3 yeast inh	mIAP activ	tim10-1 inh	mIAP inh
COc1c(Br)cc([N+](=O)[O-])c(OC)c1C(=O)NC(=O)Nc1cc(Cl)cc(Cl)c1	16	-13	0.87	13	11	3	0.85	1	15
Cc1cc(C)n2c(SCC#N)nnc2n1	-11	12	0.84	16	-10	5	1	6	0
Cc1ccc(CCNC(=O)c2coc3nc4ccccc4nc23)cc1	20	-10	1.3	-28	20	24	1	24	-4
Cc1ccc(S(=O)(=O)NCC(=O)OCC(=O)c2ccc(Br)s2)cc1	5	-1	0.96	4	14	10	0.95	29	5
[N-]=[N+]=N[C@@H](CCN1CC[C@H](NC(=O)OCc2ccccc2)CCC1=O)c1ccccc1	11	2	1.1	-12	7	19	1.1	15	-10
CNC(=S)NNC(=O)CCn1nc(C)c(Br)c1C	-11	-8	1.4	-37	-11	17	1	10	-1
COc1cccc(CNc2ccc(C(=O)O)cc2)c1OCc1ccccc1	4	0	1.1	-11	9	2	0.99	7	1
Cc1ccc(N2C(=O)[C@@H]3C(C(=O)CN4C(=O)c5ccccc5C4=O)=NN[C@@H]3C2=O)c(C)c1	0	-4	1.4	-37	0	8	1.1	16	-9
CCOc1cc(C(=O)OCC(=O)Nc2cc(C)on2)cc(OCC)c1OCC	0	-7	1	0	-7	8	0.96	10	4
CC(=O)N1CCN(c2ccccc2NC(=O)c2cccs2)CC1	-8	4	0.86	14	5	20	0.94	0	6
CC1CC(C)CN(C(=O)CSc2n[nH]c(N)n2)C1 (centres undefined)	-7	1	0.98	2	2	-1	0.9	-11	10

Compound activity from PubChem.
